Hep lipid drop – modulators of hepatic lipid droplet formation; hit rate 0.4% among 240,000; AML12 mouse hepatocytes, oleate lipid droplets, BODIPY imaging; inhibition, % at 6.5 µM;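 active = lipid droplet intensity inhibited by at least 50%, with more than 500 cells counted; inconclusive = wells with under 300 cells, treated as cytotoxic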
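System: AML12 hepatocytes (mouse). Probe or stimulus: oleic acid at 100 µM to induce lipid droplet formation. Times: overnight treatment with compound plus oleate. Detection: Image-based BODIPY and DAPI two-channel analysis. Evaluation: percent inhibition of filter-corrected integrated lipid droplet intensity per well.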
Autophagy HCS – alters autophagy in cells; MEF GFP-LC3 puncta imaging; test concentration mostly 10 µM; calls only at 10 µM (by protocol); hit rate 0.98% among 190,000;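 active = percentage of spot-positive cells more than 3 SD above its plate mean, without a fluorescence outlier flag or 80% toxicity; inconclusive = no clear call, values can overlap the other calls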;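 also: spot-positive cell cutoff set from DMSO-treated cells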
bCat nuc transl – modulators of beta-catenin nuclear translocation | hit rate 0.3% among 190,000 | HeLa beta-catenin nuclear translocation, immunofluorescence imaging | nuclear translocation activity, % at 5 µM | AID 1665;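 active = nuclear translocation activity above 50% at 5 µM, with a well cell count of 50 or more; inconclusive = wells under 50 cells across six images, flagged as toxic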;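 also: per-cell ratio of nuclear to cytoplasmic median beta-catenin stain intensity; plate controls were DMSO negative control for no effect and GSK-3 inhibitor IX positive control for full effect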
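Technique: fluorescence imaging of beta-catenin antibody stain plus DAPI / Material: human HeLa cell line / Incubation: compound treatment 24 h, 37°C, 5% CO2 / Read-out basis: % activation of per-cell nuclear versus cytoplasmic median beta-catenin signal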
MT stabilizer – stabilizes microtubules in HeLa cells | AID 2205 | % tubulin-high responders, % at 10 µM | hit rate 0.83% among 200,000 | HeLa tubulin immunostaining HCS, 24 h; share of cells brighter than vehicle mean+2SD;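 active = plate Z-score above 3 for both tubulin-high and condensed-nucleus cell shares, with cell loss under 80%, at 10 µM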;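 also: anti alpha tubulin signal scored within the nucleus-defined area of each cell; some results filed as inactive read as strong as hits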
Yfh1-off respiration – enhancers of respiration in Yfh1-depleted yeast, dose response, Friedreich's ataxia, plus single-dose screen (AID 1465); S. cerevisiae Yfh1-off respiration, WST-1 reduction, 72 h; higher fold induction means a stronger effect; one-dose fold induction at 50 µM; EC50 in µM for titrated hits; hit rate 0.074% among 220,000;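 active = fold induction of absorbance versus untreated yeast above a set limit, then at least 30% activation at any dose in follow-up; inconclusive = repeats straddling the limit, or above it without dose testing; inactive = fold induction below the set limit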;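 also: activators that raise dye reduction in frataxin-depleted yeast; strong numbers were not always called active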
NOD2 inhibition – inhibition of NOD2-driven NF-kB reporter – cell-based, luminescence, uHTS, HEK293 (AID 1566). HEK293 NOD2/NF-kB luciferase reporter, luminescence; higher % means a stronger effect. one-dose inhibition, % at 4 µM; EC50 in µM for titrated hits. hit rate 0.63% among 290,000; in the data active = inhibition above about 50%; also: many of its hits are not listed in these tables
Dynein transport – dynein cargo transport inhibition; AID 1381; z-score, hits read low; 3617.4 mouse cells, GR-EGFP nuclear translocation imaging; test concentration mostly 20 µM; stimulated with dexamethasone, 1 µM; hits give low values; hit rate 0.47% among 220,000;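 active = plate z-score of nuclear minus cytoplasmic receptor signal below a set negative limit, without overly bright fluorescence or cell loss, cut at about -3.5 in these data, passing the limit was not always enough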;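 also: z-score of nuclear minus cytoplasmic ring GR-EGFP intensity difference per well; some compounds called inactive have numbers as strong as hits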
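Buffer or medium: tetracycline-free induction medium containing charcoal-stripped FBS / Reagent: dexamethasone agonist, 1.0 µM final, for 30 min / Technique: automated 10x imaging of fixed Hoechst-stained cells / Times: induction 48 h, compound 1 h, agonist 30 min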
Insulin prom up – MIN6 insulin promoter up-regulation | MIN6 insulin promoter-GFP reporter, high-content imaging; hits give high values | hit rate 0.3% among 190,000 | z-score at 5 µM;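 active = z-score above 3 at 5 µM with at least 500 cells counted in the well; inconclusive = wells under 500 cells, flagged as cytotoxic or low count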
WT yeast gro inh – growth inhibition of WT yeast, mitochondrial fusion screen; mitochondrial fusion phenotypic screen, WT strain; inhibition, % at 10 µM; hit rate 2.1% among 190,000; AID 1362; in the data active = inhibition above about 58%; tested in S. cerevisiae
WT yeast gro inh mutant strain – second read-out of WT yeast gro inh, no call of its own (marks repeat the call); inhibition, %; mitochondrial fusion phenotypic screen, mutant strain inhibition
Dynein transport cytoplasmic EGFP – second read-out of Dynein transport, no call of its own (marks repeat the call); z-score; measured here: cytoplasmic GR-EGFP intensity; hits give high values
Dynein transport nuclear GR-EGFP – also measured in Dynein transport; calls as there; z-score; measured here: nuclear GR-EGFP intensity;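 lower value marks the stronger effect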
Dynein transport cell count – also measured in Dynein transport; calls as there; z-score; measured here: cell count per field
Insulin prom up cell count – further read-out of Insulin prom up, marked with its call; cell count; measured here: cytotoxicity, nuclei count;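 total cells summed across four imaged fields per well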
Hep lipid drop cells 6.5 µM – recorded beside Hep lipid drop, whose call it bears; cell count; measured here: cell count, cytotoxicity flag;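 cells counted across two imaged fields per well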
bCat nuc transl cell count 5 µM – second read-out of bCat nuc transl, no call of its own (marks repeat the call); cell count; measured here: cell count, cytotoxicity flag
MT stabilizer Hoechst-high % – further read-out of MT stabilizer, marked with its call; % Hoechst-high responders; measured here: nuclear condensation Hoechst responders;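 share of cells brighter than vehicle mean plus two SD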
MT stabilizer cytotoxicity % – further read-out of MT stabilizer, marked with its call; toxicity, %; measured here: cytotoxicity by cell density;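 0% = mean cell density of plate MIN control wells and 100% = no cells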
Autophagy HCS cell loss 18 h – also measured in Autophagy HCS; calls as there; toxicity, %; measured here: cell loss, nuclei count;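 cell loss after 18 h compound exposure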
* marks the source's active call; other numbers are inactive results.

`Cn1c(SCC(=O)N2CCN(c3ccccc3)CC2)nnc1-c1ccco1` gave Autophagy HCS inactive, bCat nuc transl -1.1, MT stabilizer 3.4, Yfh1-off respiration inactive, NOD2 inhibition 16%, Dynein transport 2.2, Insulin prom up -0.13, WT yeast gro inh -3, WT yeast gro inh mutant strain 2, Dynein transport cytoplasmic EGFP -0.39, Dynein transport nuclear GR-EGFP 1.1, Dynein transport cell count -0.6, Insulin prom up cell count 1525, bCat nuc transl cell count 5 µM 1432, MT stabilizer Hoechst-high % 1.5, MT stabilizer cytotoxicity % 4.4 and Autophagy HCS cell loss 18 h -1.
Screening CCOC(=O)c1c(/N=C/c2ccccc2O)sc2c1CCC2 returned Hep lipid drop 5, Autophagy HCS inactive, bCat nuc transl -1.3, MT stabilizer 2.3, Yfh1-off respiration inactive, NOD2 inhibition 12%, Dynein transport 1.7, Insulin prom up -0.32, WT yeast gro inh 1, WT yeast gro inh mutant strain 4, Dynein transport cytoplasmic EGFP -0.12, Dynein transport nuclear GR-EGFP 1.2, Dynein transport cell count -0.72, Insulin prom up cell count 1405, Hep lipid drop cells 6.5 µM 652, bCat nuc transl cell count 5 µM 1066, MT stabilizer Hoechst-high % 3.2, MT stabilizer cytotoxicity % 5.7 and Autophagy HCS cell loss 18 h -3.
For C=CCOc1ccc(C(=O)NC2CCCCC2)cc1 the results were Hep lipid drop 9, Autophagy HCS inactive, bCat nuc transl -2.1, MT stabilizer 1.7, Yfh1-off respiration inactive, NOD2 inhibition -47%, Dynein transport 0.03, Insulin prom up -0.31, WT yeast gro inh 9, WT yeast gro inh mutant strain 5, Dynein transport cytoplasmic EGFP -0.032, Dynein transport nuclear GR-EGFP 0.1, Dynein transport cell count -0.049, Insulin prom up cell count 893, Hep lipid drop cells 6.5 µM 774, bCat nuc transl cell count 5 µM 1195, MT stabilizer Hoechst-high % 1.2, MT stabilizer cytotoxicity % 8.9 and Autophagy HCS cell loss 18 h -5.
Cc1cccc(NC(=O)C2CCN(S(=O)(=O)c3c(C)noc3/C=C/c3ccco3)CC2)n1 was read as Hep lipid drop -18, Autophagy HCS inactive, bCat nuc transl -4.1, MT stabilizer 3.7, Yfh1-off respiration inactive, NOD2 inhibition 2%, Dynein transport 0.68, Insulin prom up -1.3, WT yeast gro inh 13, WT yeast gro inh mutant strain -1, Dynein transport cytoplasmic EGFP -0.27, Dynein transport nuclear GR-EGFP -0.14, Dynein transport cell count -0.34, Insulin prom up cell count 1296, Hep lipid drop cells 6.5 µM 674, bCat nuc transl cell count 5 µM 557, MT stabilizer Hoechst-high % 2.8, MT stabilizer cytotoxicity % 8.4 and Autophagy HCS cell loss 18 h 10.
Screening CC1=C(C(=O)Nc2ccc(Cl)cc2)C2(CCCCC2)C(C(N)=O)C(=S)N1 (stereo not drawn) returned Hep lipid drop 18, Autophagy HCS inactive, bCat nuc transl 2.1, MT stabilizer 1.3, Yfh1-off respiration inactive, NOD2 inhibition 9%, Dynein transport 0.61, Insulin prom up -0.16, WT yeast gro inh 6, WT yeast gro inh mutant strain -22, Dynein transport cytoplasmic EGFP -0.24, Dynein transport nuclear GR-EGFP 0.22, Dynein transport cell count -0.61, Insulin prom up cell count 1608, Hep lipid drop cells 6.5 µM 656, bCat nuc transl cell count 5 µM 1065, MT stabilizer Hoechst-high % 2.4, MT stabilizer cytotoxicity % 10 and Autophagy HCS cell loss 18 h -17.
Screening Cc1ccc(N(CC(=O)NN=C2CCN(C)CC2)S(=O)(=O)c2ccc(C)cc2)cc1 returned Hep lipid drop 23, Autophagy HCS inactive, bCat nuc transl 0.3, MT stabilizer 3.8, Yfh1-off respiration inactive, NOD2 inhibition 23%, Dynein transport -0.46, WT yeast gro inh 8, WT yeast gro inh mutant strain -4, Dynein transport cytoplasmic EGFP -0.26, Dynein transport nuclear GR-EGFP -0.31, Dynein transport cell count 1.1, Hep lipid drop cells 6.5 µM 669, bCat nuc transl cell count 5 µM 1086, MT stabilizer Hoechst-high % 1.8, MT stabilizer cytotoxicity % 5.3 and Autophagy HCS cell loss 18 h 15.
COc1cccc(CNC(=O)CCNS(=O)(=O)c2cccs2)c1 was read as Hep lipid drop -4, Autophagy HCS inactive, bCat nuc transl -0.4, MT stabilizer 4.2, Yfh1-off respiration inactive, NOD2 inhibition 1%, Dynein transport -0.79, Insulin prom up 0.79, WT yeast gro inh -2, WT yeast gro inh mutant strain -4, Dynein transport cytoplasmic EGFP -0.18, Dynein transport nuclear GR-EGFP 0.15, Dynein transport cell count -0.071, Insulin prom up cell count 1822, Hep lipid drop cells 6.5 µM 660, bCat nuc transl cell count 5 µM 1030, MT stabilizer Hoechst-high % 3.1, MT stabilizer cytotoxicity % 4.1 and Autophagy HCS cell loss 18 h -37.
`CCCn1nc(NC(=O)C2CCCO2)c2cc3ccc(C)cc3nc21` (stereo not drawn) gave Hep lipid drop -15, bCat nuc transl 0.4, Yfh1-off respiration inactive, NOD2 inhibition 19%, Dynein transport -0.79, Insulin prom up -0.06, Dynein transport cytoplasmic EGFP -0.31, Dynein transport nuclear GR-EGFP -0.018, Dynein transport cell count 1.5, Insulin prom up cell count 1088, Hep lipid drop cells 6.5 µM 739 and bCat nuc transl cell count 5 µM 1363.
`Cc1nc2ccccc2c2c1CC(C(C)(Cl)Br)O2` (stereo not drawn) gave Hep lipid drop -19, bCat nuc transl 0.3, Yfh1-off respiration inactive, NOD2 inhibition 28%, Dynein transport -0.28, Insulin prom up inconclusive, Dynein transport cytoplasmic EGFP -0.2, Dynein transport nuclear GR-EGFP 0.22, Dynein transport cell count 0.52, Hep lipid drop cells 6.5 µM 729 and bCat nuc transl cell count 5 µM 1320.
Screening O=C(Nc1ccccc1)C(=O)Nc1cccnc1 returned Hep lipid drop 11, bCat nuc transl -0.1, Yfh1-off respiration inactive, NOD2 inhibition -117%, Dynein transport -1.1, Insulin prom up -0.11, Dynein transport cytoplasmic EGFP -0.18, Dynein transport nuclear GR-EGFP -0.51, Dynein transport cell count 0.8, Insulin prom up cell count 1326, Hep lipid drop cells 6.5 µM 716 and bCat nuc transl cell count 5 µM 1407.
For COc1cccc(NC(=S)N(Cc2ccccn2)Cc2ccccc2Cl)c1 the results were Hep lipid drop -14, Autophagy HCS inactive, bCat nuc transl 1.4, MT stabilizer 4.2, Yfh1-off respiration inactive, NOD2 inhibition -1%, Dynein transport -1.2, Insulin prom up -0.94, WT yeast gro inh 68*, WT yeast gro inh mutant strain 46*, Dynein transport cytoplasmic EGFP -0.32, Dynein transport nuclear GR-EGFP -0.22, Dynein transport cell count 0.71, Insulin prom up cell count 1111, Hep lipid drop cells 6.5 µM 741, bCat nuc transl cell count 5 µM 1057, MT stabilizer Hoechst-high % 2.3, MT stabilizer cytotoxicity % 5.9 and Autophagy HCS cell loss 18 h -2.
`Cc1c(Cl)cccc1Nc1nc(N)nc(CSc2nc3ccccc3s2)n1` gave Hep lipid drop -17, Autophagy HCS inactive, bCat nuc transl 3.8, MT stabilizer 4.2, Yfh1-off respiration inactive, NOD2 inhibition 2%, Dynein transport -0.93, Insulin prom up -0.38, WT yeast gro inh 72*, WT yeast gro inh mutant strain 36*, Dynein transport cytoplasmic EGFP -0.22, Dynein transport nuclear GR-EGFP -0.74, Dynein transport cell count 0.8, Insulin prom up cell count 1322, Hep lipid drop cells 6.5 µM 565, bCat nuc transl cell count 5 µM 999, MT stabilizer Hoechst-high % 2.6, MT stabilizer cytotoxicity % 1.8 and Autophagy HCS cell loss 18 h -12.
`Cc1ccsc1/C=C/C(=O)O` gave Hep lipid drop -5, Autophagy HCS inactive, bCat nuc transl -2.0, MT stabilizer 5.1, Yfh1-off respiration inactive, NOD2 inhibition 8%, Dynein transport 0.28, Insulin prom up 0.32, WT yeast gro inh -11, WT yeast gro inh mutant strain 17, Dynein transport cytoplasmic EGFP -0.32, Dynein transport nuclear GR-EGFP 0.44, Dynein transport cell count 0.3, Insulin prom up cell count 1275, Hep lipid drop cells 6.5 µM 661, bCat nuc transl cell count 5 µM 1080, MT stabilizer Hoechst-high % 1.5, MT stabilizer cytotoxicity % 10.0 and Autophagy HCS cell loss 18 h 8.
Screening Cc1cc(NC(=O)CSc2nc3ccsc3c(=O)n2Cc2ccccn2)n[nH]1 returned Autophagy HCS inactive, MT stabilizer 6.1, Yfh1-off respiration inactive, NOD2 inhibition -39%, Dynein transport -0.55, WT yeast gro inh 7, WT yeast gro inh mutant strain -10, Dynein transport cytoplasmic EGFP -0.15, Dynein transport nuclear GR-EGFP 0.069, Dynein transport cell count 0.12, MT stabilizer Hoechst-high % 2.8, MT stabilizer cytotoxicity % 3.2 and Autophagy HCS cell loss 18 h 4.

Screening data (PubChem)

Not all compounds are listed; rates above refer to the full screens.
